Source: PubChem
HIF-2a inh – HIF-2a reporter inhibitors, primary screen, luminescence, 786-0 RCC cells. AID 624352, 2012. inhibition, % at 18.8 µM. 786-0 RCC cells HIF-2a reporter, luciferase luminescence, overnight. hit rate 0.72% among 360,000;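 active means inhibition of the luminescence signal of 40% or more relative to plate controls, in a single-dose primary screen at 18.75 µM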
CaV13 ICDI inh – Disruptors of the CACNA1D IQ motif to Ca2+-dependent inactivation inhibitor domain association, primary screening, Förster resonance energy transfer in intact living … | HEK cells, CFP/YFP FRET ICDI-IQ, plate reader, 10 min; percent FRET-ratio fall versus neutral wells | inhibition, % at 12.3 µM | hit rate 0.098% among 340,000;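 active means mean replicate inhibition of at least 30% and at least 1% of replicates passing that level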;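 further: 0% = median of the neutral control wells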
MITF TRPM1 inh – inhibitors of MITF-dependent TRPM1 promoter reporter, primary screen, cell-based, SK-MEL-5, single point, luciferase; AID 488899, 2010; hit rate 0.83% among 330,000; SK-MEL-5 TRPM1 promoter luciferase, 24 h; inhibition, % at 12.5 µM;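 active means mean inhibition across replicates of 60% or more, whatever share of single replicates reaches that level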; further: values of inactives mirror those of a sister screen read the other way
NR2E3 ag-1 – NR2E3 agonists in two-hybrid cells, primary screen, cell-based, luminescence, CHO-S, Gal4-NCOR/VP16-NR2E3; Photoreceptor-specific nuclear receptor (Homo sapiens), Q9Y5X4; luciferase; inhibition of corepressor binding, % at 3.98 µM; hit rate 0.35% among 360,000; AID 602229, 2012;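 active means inhibition above the mean of all tested compounds plus 3 SD, cut at about 70% in these data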;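 further: 0% = DMSO with NR2E3 transfected cells and 100% = cells lacking NR2E3 construct; higher means lower luciferase signal from less NR2E3 corepressor binding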
Peg3 prom inh – Peg3 promoter-driven luciferase inhibitors, primary screen, cell-based, HeLa, luciferase luminescence; HeLa PEG-Prom luciferase reporter, overnight; inhibition, % at 20 µM; hit rate 1.7% among 360,000; AID 588405, 2011;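 active means inhibition of at least 50% at 20 µM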
hiPSC survival – enhancers of single-cell hiPSC survival, primary screen, ATPlite luminescence; 100% = ROCK inhibitor wells, 0% = DMSO; survival enhancement, % at 20 µM; hit rate 0.044% among 360,000; in the data active means survival enhancement above about 18%;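 further: cells exposed to compounds for 16 hours before the ATP read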
PDI turbidity – inhibitors of human PDI, primary screen, biochemical, turbidity, single point, plate reader; Protein disulfide-isomerase (Homo sapiens), P07237; AID 588391, 2011; hit rate 0.052% among 350,000; inhibition, % at 10 µM; PDI insulin aggregation turbidity, A650, 90 min;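 active means mean inhibition across replicates of 30% or more, whatever share of single replicates reach that level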;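 further: absorbance from insulin aggregation driven by PDI reduction with DTT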
Target sequence (P07237 whole entry, looked up): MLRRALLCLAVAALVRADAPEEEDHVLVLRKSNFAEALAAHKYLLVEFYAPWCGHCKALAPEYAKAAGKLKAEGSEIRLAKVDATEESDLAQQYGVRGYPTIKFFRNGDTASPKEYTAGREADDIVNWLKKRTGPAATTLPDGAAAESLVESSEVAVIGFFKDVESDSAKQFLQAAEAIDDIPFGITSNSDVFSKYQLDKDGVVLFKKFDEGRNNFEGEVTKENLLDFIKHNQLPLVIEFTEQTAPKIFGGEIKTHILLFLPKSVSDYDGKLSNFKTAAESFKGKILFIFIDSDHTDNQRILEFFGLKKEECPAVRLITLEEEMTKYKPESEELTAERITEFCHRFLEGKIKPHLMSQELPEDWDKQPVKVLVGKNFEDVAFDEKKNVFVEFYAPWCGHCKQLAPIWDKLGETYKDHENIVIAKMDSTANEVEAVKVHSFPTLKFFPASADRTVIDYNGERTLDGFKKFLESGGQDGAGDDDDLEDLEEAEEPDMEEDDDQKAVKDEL
Cardio protect – cardioprotection against H2O2-induced cell death, primary screen, uHTS, H9c2 cells, ATPLite luminescence; hit rate 0.63% among 360,000; protection from H2O2 cell death, % at 20 µM; H9c2 cardiomyocytes, H2O2 injury protection, 2 h; AID 588492, 2011;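 active means compounds giving at least 50% protection of heart cells from peroxide-induced death in the single-dose screen, raw or plate-pattern-corrected value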;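 further: 0% = DMSO wells with peroxide and 100% = DMSO wells without peroxide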
HTR2A ag – mouse Htr2a agonists via beta-arrestin recruitment, primary screen, cell-based, luminescence; 5-hydroxytryptamine receptor 2A (Mus musculus), P35363; CHO-K1 mHTR2A beta-arrestin complementation; percent of 30 µM serotonin response; activation, % at 7.6 µM; hit rate 0.66% among 360,000; AID 624169, 2012;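 active means activation above a run cutoff, the mean activation of all tested compounds plus 3 SD, cut at about 14% in these data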;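 further: 0% = plate median of compound wells and 100% = 30 µM serotonin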
Target sequence (P35363 whole entry, looked up): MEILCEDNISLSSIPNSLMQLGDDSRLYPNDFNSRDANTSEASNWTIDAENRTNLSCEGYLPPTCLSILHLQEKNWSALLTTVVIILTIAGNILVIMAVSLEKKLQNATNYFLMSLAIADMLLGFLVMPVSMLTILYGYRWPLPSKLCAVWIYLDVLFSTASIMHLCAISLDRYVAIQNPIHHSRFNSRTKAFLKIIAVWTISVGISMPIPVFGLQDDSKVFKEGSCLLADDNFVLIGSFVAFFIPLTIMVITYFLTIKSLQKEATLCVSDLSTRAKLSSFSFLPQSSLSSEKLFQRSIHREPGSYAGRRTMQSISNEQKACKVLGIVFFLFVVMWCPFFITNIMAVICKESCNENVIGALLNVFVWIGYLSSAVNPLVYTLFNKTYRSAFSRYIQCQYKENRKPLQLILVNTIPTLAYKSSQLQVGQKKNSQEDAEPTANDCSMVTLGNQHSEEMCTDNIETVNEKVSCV
Shn3 3UTR inh – reduction of Shn3 3'UTR firefly luciferase signal, primary screen, Schnurri-3 inhibitor project, cell-based, Clone20 osteoblasts, set 2. inhibition, % at 12.5 µM. hit rate 0.52% among 360,000. AID 588674, 2011. Clone20 osteoblast Shn3 3'UTR firefly luciferase, 24 h;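 active means mean inhibition of at least 75% with every replicate also reaching 75%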;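 further: 0% = median of neutral control wells and 100% = pilot-screen positive control compound; some compounds past the cut are filed as inactive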
NR2E3 ag-2 – inhibitors of NR2E3-RetCOR corepressor binding, primary screen, NR2E3 agonist project, biochemical, TR-FRET, GST-NR2E3, biotin-RetCOR; AID 2300, 2010; hit rate 0.12% among 320,000; inhibition of corepressor binding, % at 4.78 µM; 1536-well; Photoreceptor-specific nuclear receptor (Homo sapiens), Q9Y5X4;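 active means percent inhibition above the cutoff of mean plus 3 SD of all tested compounds, set per screening campaign, cut at about 20% in these data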;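 further: 0% = DMSO wells and 100% = biotin wells as full block of FRET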
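System: GST-NR2E3 and biotin-RetCOR proteins; probe or stimulus: 7 nM biotin-RetCOR; doses: compound at 4.8 µM, single dose; schedule: Compound–protein incubation for 5 h at 4 °C; detection: time-resolved FRET; read-out: percent inhibition; controls: biotin wells as high control, 0.6% DMSO wells as low control; format: 1536-well plates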
Numbers without * were called inactive; nt = no result given.

Each structure is followed by: HIF-2a inh, CaV13 ICDI inh, MITF TRPM1 inh, NR2E3 ag-1, Peg3 prom inh, hiPSC survival, PDI turbidity, Cardio protect, HTR2A ag, Shn3 3UTR inh, NR2E3 ag-2
- Cc1cccc(-c2cc(C(=O)Nc3cccnc3)c3ccccc3n2)c1
→ -25, -11, -9, -20, -13, -0.5, 2, 1, -4, -53, -1
- Cc1cccc(NC(=O)c2ccc3c(c2)OCCO3)c1
→ -74, -3, -4, -102, -66, -0.7, 11, -21, -4, -13, nt
- CCOC(=O)c1sc2nc(C)nc(Nc3ccc(OC)cc3)c2c1C
→ 13, -7, 0, -10, 4, 1.9, -7, -2, 0, 11, -2
- COc1cc(OC)cc(C2=Cc3ccccc3C(CC(=O)c3ccco3)N2c2ccc(-c3cnc(OC)nc3)cc2)c1 (centres undefined)
→ 12, -5, nt, -31, nt, -0.5, nt, nt, 4, nt, nt
- O=C(O)c1cccc(-n2cc(-c3cccc(C(F)(F)F)c3)cn2)c1
→ -173, -4, 2, -152, -222, -0.5, 0, 1, 6, -62, -2
- NC(=O)CSc1nnc(NC(=O)c2ccc(Br)o2)s1
→ -17, -6, 0, 14, -6, -0.3, -5, 0, 9, -19, 1
- CC(C)C(NC(=O)c1ccccc1)C(=O)N1CCCCCC1 (centres undefined)
→ 26, -7, -10, -1, 11, 0.7, 0, 0, -3, 3, -2
- CCCCn1c(=N)c(S(=O)(=O)c2ccc(Br)cc2)cc2c(=O)n3cccc(C)c3nc21
→ 4, -5, -13, -13, -16, 0.8, 14, -9, 2, 18, -3
- Cc1cc(C(=O)COC(=O)c2ccc(O)cc2)c(C)n1-c1ccccc1F
→ -38, -7, -11, -4, -195, 0.0, -5, -28, -4, -12, 0
- Cc1ccc2sc(N(CCCN(C)C)C(=O)CCS(=O)(=O)c3ccccc3)nc2c1C
→ 88*, -6, 33, -8, 108*, -0.4, 10, -18, -11, 57, -3
- COc1ccc(Cl)cc1C(=O)Nc1cc(=O)n(C)c(=O)n1C
→ 12, -6, -6, -4, 17, 0.2, 20, 10, 0, -16, 5
- CN(C(=O)Cc1csc(-c2ccccc2)n1)c1c(N)n(Cc2ccccc2)c(=O)[nH]c1=O
→ 4, -6, -4, 12, -3, -0.5, 3, 3, -6, 8, -3
- Cn1ccnc1SCC(=O)NC12CC3CC(CC(C3)C1)C2
→ 7, -9, 7, 5, 5, -2.8, -2, 12, 4, 7, 2
- CCOC(=O)c1csc(NC(=O)c2cc3ccccc3o2)n1
→ -39, -4, -47, -69, -148, -1.1, -2, -12, 5, nt, 1
- CC(C)C(=O)N1CCCC1(C)C(=O)Nc1ccc(-n2cncn2)cc1 (centres undefined)
→ 5, -5, nt, 6, 7, -2.8, -4, 2, 3, 4, nt

More compounds
Each structure is followed by: HIF-2a inh, CaV13 ICDI inh, MITF TRPM1 inh, NR2E3 ag-1, Peg3 prom inh, hiPSC survival, PDI turbidity, Cardio protect, HTR2A ag, Shn3 3UTR inh, NR2E3 ag-2
- Cc1nnc(SCC2=C(C(=O)O)N3C(=O)C(NC(=O)c4cc(F)c(F)cc4Cl)C3SC2)s1 (centres undefined)
→ 11, 2, 5, 6, -3, -0.3, 1, -6, -4, -22, -2
- COc1ccc(-c2coc3cc(O)ccc3c2=O)cc1O
→ -223, nt, nt, -87, -279, -0.9, nt, -11, -3, -56, 0
- Cc1cc(=O)oc(C)c1C(=O)NCc1ccccn1
→ 21, -2, 12, -2, -1, -2.2, -1, 4, 0, -51, -1
- O=[N+]([O-])c1ccc(Cl)cc1Sc1nc2ccccc2o1
→ 4, -10, -6, -49, -46, -0.9, 7, -5, 2, -12, -1
- CCOC(=O)COc1ccccc1/C=N/O
→ 16, -5, 6, -38, -103, -0.6, -1, 17, 6, -10, 0
- CC(C)(C)c1nn2cnnc2n(/N=C/c2ccccc2)c1=O
→ 12, -4, 2, -10, 3, -0.4, 0, -1, 7, -10, -2
- CN(Cc1cccnc1)Cc1c(C(=O)N2CCc3ccccc3C2)nc2ccc(Cl)cn12
→ 12, -6, 6, -5, 8, 5.9, -1, 5, -2, -30, -1
- Cc1cc(C)n(-c2ccc(C(=O)OCC(=O)Nc3ccc(S(=O)(=O)N4CCCCC4)cc3)cc2)n1
→ 1, nt, 6, 10, 13, -0.6, -1, -8, -1, -17, 0
- O=C(NCCc1ccc(Cl)cc1)c1cc(-c2ccncc2)nc2ccccc12
→ 21, -4, 0, -6, 35, 0.6, 8, 3, -1, 7, 3
- O=C1CC(=C2c3ccccc3-c3ccccc32)C(=O)N1CCCCN1CCN(c2ccccc2)CC1
→ 6, nt, 3, -12, 3, -1.5, -5, 7, -1, 61, -2
- Cc1nc(S(=O)(=O)NC2CCCCC2)c(C#N)c(C)c1Cl
→ 12, nt, 9, 15, 3, -3.2, 0, 4, 1, -7, -1
- COc1cccc(CNC(=O)CCC2CCCN(C(=O)c3ccc(OC)c(F)c3)C2)c1 (centres undefined)
→ -14, -1, 12, -17, 4, 0.2, 2, -10, 4, nt, -1
- Cc1ccc(CNC(=O)CN2C(=O)CSc3ccc(S(=O)(=O)N4CCC(C)CC4)cc32)cc1
→ 1, -7, -5, -20, 21, -0.6, 9, 0, -7, -3, -1
- O=C(COc1ccc(-c2nnco2)cc1)NCc1ccccc1Cl
→ 7, -5, -10, 14, 0, 0.7, 2, -1, 2, 3, 0
- CC(C)(C)c1c(Cl)c(O)c(-c2ccccc2)c(=O)n1-c1ccccc1
→ 0, -8, -1, 6, 5, 1.1, 20, -1, 0, -3, nt

(further entries)
Each structure is followed by: HIF-2a inh, CaV13 ICDI inh, MITF TRPM1 inh, NR2E3 ag-1, Peg3 prom inh, hiPSC survival, PDI turbidity, Cardio protect, HTR2A ag, Shn3 3UTR inh, NR2E3 ag-2
- CC(C)CNC(=O)C1(C)CCCCCN1C(=O)c1cc2ccccc2s1 (centres undefined)
→ 8, -6, nt, -18, 5, -3.6, 8, -4, -2, -6, nt
- N#Cc1nc(-c2ccco2)oc1NCc1cccnc1
→ 11, -9, 8, -5, 0, 3.6, -4, 6, -2, -5, 5
- Cc1cc(C(=O)Nn2c(C)nc3ccccc3c2=O)ccc1[N+](=O)[O-]
→ 9, -4, 0, 1, -2, 0.0, 16, 14, 0, 10, 3
- COc1ccc(CCNS(=O)(=O)c2ccc([N+](=O)[O-])cc2)cc1OC
→ -5, -4, 14, -16, 7, -0.6, -1, -2, 2, -2, 2
- CCn1c(=O)cc(SCC(=O)N2CCCCC2)c2ccccc21
→ -8, -5, 3, 18, 0, 0.5, 9, 3, -1, 2, -24
- O=C(O)c1cn(-c2ccc(N3CCCC3)c(F)c2)c2c(F)c(F)c(F)cc2c1=O
→ 5, -5, -18, 6, 17, 0.8, -7, -14, -3, -10, 1
- COc1ccc(CNc2nc(NCc3ccc(OC)cc3)n(C(=O)c3ccncc3)n2)cc1
→ 8, -15, 0, -14, 20, -0.7, -3, -5, 3, 2, -1
- Cc1ccc(CNC(=O)COC(=O)CSc2ccc(Br)cc2C)cc1
→ 18, -11, -3, -5, 9, 0.1, 0, 1, 5, -18, -1
- CN1CCc2[nH]c3ccc(C(=O)NN)cc3c2C1
→ 6, -9, 0, -9, 5, -1.2, 2, -1, -6, -5, 8
- Cc1ccc(CN2CCC(C(=O)Nc3cccc(-c4cccc(F)c4)c3)CC2)o1
→ 15, -8, -1, -10, 12, -0.3, 2, 7, -10, 15, -1
- O=C(Cn1ncc2c([nH]c3ccccc32)c1=O)Nc1ccc(F)cc1F
→ 5, -3, 1, -1, 13, -0.2, -10, 0, -4, 1, 3
- COc1ccccc1NC(=O)Nc1ccnn1C1CCN(C(=O)c2cccnc2)CC1
→ -11, -2, -5, -7, 6, -0.5, 5, 0, 5, -28, -2
- Cc1ccc(NC(=O)C2SC(=Nc3ccccc3)C(C(=O)Nc3ccc(Cl)cc3)=C2N)cc1 (centres undefined)
→ -10, nt, 15, -12, -9, -0.2, 4, -4, 0, 2, nt
- CN1C(=O)CSC1=Nc1ccc(F)cc1
→ 19, -22, -7, 21, 10, -0.1, -2, 6, -2, 0, nt
- COC(=O)CON1C(=O)c2ccccc2C1=O
→ 17, -4, -6, -12, 17, 0.5, 0, 2, -4, -1, -1

Another view of part of the listing above:
| SMILES | HIF-2a inh | CaV13 ICDI inh | MITF TRPM1 inh | NR2E3 ag-1 | Peg3 prom inh | hiPSC survival | PDI turbidity | Cardio protect | HTR2A ag | Shn3 3UTR inh | NR2E3 ag-2 |
| --- | --- | --- | --- | --- | --- | --- | --- | --- | --- | --- | --- |
| N#Cc1nc(-c2ccco2)oc1NCc1cccnc1 | 11 | -9 | 8 | -5 | 0 | 3.6 | -4 | 6 | -2 | -5 | 5 |
| Cc1cc(C(=O)Nn2c(C)nc3ccccc3c2=O)ccc1[N+](=O)[O-] | 9 | -4 | 0 | 1 | -2 | 0.0 | 16 | 14 | 0 | 10 | 3 |

The list goes on:
Each structure is followed by: HIF-2a inh, CaV13 ICDI inh, MITF TRPM1 inh, NR2E3 ag-1, Peg3 prom inh, hiPSC survival, PDI turbidity, Cardio protect, HTR2A ag, Shn3 3UTR inh, NR2E3 ag-2
- Cn1nnnc1SCC(=O)Nc1nc2c(F)c(F)c(F)cc2s1
→ -15, -6, -11, -58, -33, -1.2, -12, -11, 0, -12, nt
- COc1ccc(-n2c(=O)c3c(C)c(C)sc3n(Cc3ccc(F)cc3)c2=O)c(OC)c1
→ 25, -5, 6, -7, 22, -0.3, -4, 3, -3, 24, -1
- Cc1nc(NC(=O)CSc2nnc(C3CC3)n2C)sc1C
→ -51, -7, -6, -27, -22, 0.5, -1, -2, -12, -4, 4
- OC1(c2ccccc2)CCN(Cc2ccccc2)C2CCCCC21 (centres undefined)
→ 10, -6, -1, 3, -4, -0.9, 10, -11, -2, 2, 3
- CC(Oc1ccc(Cl)cc1Cl)C(=O)NNC(=O)[C@@H]1CCCC[C@@H]1C(=O)O (some centres undefined)
→ 14, nt, 6, -16, 18, 0.0, 5, 5, -1, -4, 0
- CCOC(=O)CNC(=O)N(C)[C@H]1C[C@H]2c3[nH]c4ccccc4c3CCN2C[C@H]1[C@H](C)O
→ -2, -6, nt, -12, 0, -0.7, nt, 0, 2, 4, nt
